EPAC2 agonist = agonists of human EPAC2 (RAPGEF4); Q8WZA2; EPAC2 activation, biochemical qHTS; response scale: 100% = 6.5 mM cAMP response; Potency, µM (titrated, usually from 154 µM), inactives show top-dose activation, actives largely listed as activators; 360,000 tested, 0.079% active; also: potency is read from the fitted curve at half-maximal effect; nearly all actives have a fitted effect of over 50% in size
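Guanine nucleotide exchange by EPAC2 is measured as reduced fluorescence of BODIPY-GDP once it is released from 250 nM Rap1B. Plates are read kinetically for 30 min at room temperature; results are scaled to 6.5 mM cAMP.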
WRN inhibitor = WRN helicase (human) inhibition; WRN helicase unwinding, fluorescent forked duplex, kinetic; Potency, µM (top dose mostly 114 µM), for the others: top-dose activity change, negative = inhibition, actives largely listed as inhibitors; 360,000 tested, 0.46% active; also: potency is read from the fitted curve at half-maximal effect; % is scaled to controls: 0 for no effect and ±100 for the full control effect; nearly all actives have a fitted effect of over 55% in size
Target sequence (Q14191 whole entry, looked up): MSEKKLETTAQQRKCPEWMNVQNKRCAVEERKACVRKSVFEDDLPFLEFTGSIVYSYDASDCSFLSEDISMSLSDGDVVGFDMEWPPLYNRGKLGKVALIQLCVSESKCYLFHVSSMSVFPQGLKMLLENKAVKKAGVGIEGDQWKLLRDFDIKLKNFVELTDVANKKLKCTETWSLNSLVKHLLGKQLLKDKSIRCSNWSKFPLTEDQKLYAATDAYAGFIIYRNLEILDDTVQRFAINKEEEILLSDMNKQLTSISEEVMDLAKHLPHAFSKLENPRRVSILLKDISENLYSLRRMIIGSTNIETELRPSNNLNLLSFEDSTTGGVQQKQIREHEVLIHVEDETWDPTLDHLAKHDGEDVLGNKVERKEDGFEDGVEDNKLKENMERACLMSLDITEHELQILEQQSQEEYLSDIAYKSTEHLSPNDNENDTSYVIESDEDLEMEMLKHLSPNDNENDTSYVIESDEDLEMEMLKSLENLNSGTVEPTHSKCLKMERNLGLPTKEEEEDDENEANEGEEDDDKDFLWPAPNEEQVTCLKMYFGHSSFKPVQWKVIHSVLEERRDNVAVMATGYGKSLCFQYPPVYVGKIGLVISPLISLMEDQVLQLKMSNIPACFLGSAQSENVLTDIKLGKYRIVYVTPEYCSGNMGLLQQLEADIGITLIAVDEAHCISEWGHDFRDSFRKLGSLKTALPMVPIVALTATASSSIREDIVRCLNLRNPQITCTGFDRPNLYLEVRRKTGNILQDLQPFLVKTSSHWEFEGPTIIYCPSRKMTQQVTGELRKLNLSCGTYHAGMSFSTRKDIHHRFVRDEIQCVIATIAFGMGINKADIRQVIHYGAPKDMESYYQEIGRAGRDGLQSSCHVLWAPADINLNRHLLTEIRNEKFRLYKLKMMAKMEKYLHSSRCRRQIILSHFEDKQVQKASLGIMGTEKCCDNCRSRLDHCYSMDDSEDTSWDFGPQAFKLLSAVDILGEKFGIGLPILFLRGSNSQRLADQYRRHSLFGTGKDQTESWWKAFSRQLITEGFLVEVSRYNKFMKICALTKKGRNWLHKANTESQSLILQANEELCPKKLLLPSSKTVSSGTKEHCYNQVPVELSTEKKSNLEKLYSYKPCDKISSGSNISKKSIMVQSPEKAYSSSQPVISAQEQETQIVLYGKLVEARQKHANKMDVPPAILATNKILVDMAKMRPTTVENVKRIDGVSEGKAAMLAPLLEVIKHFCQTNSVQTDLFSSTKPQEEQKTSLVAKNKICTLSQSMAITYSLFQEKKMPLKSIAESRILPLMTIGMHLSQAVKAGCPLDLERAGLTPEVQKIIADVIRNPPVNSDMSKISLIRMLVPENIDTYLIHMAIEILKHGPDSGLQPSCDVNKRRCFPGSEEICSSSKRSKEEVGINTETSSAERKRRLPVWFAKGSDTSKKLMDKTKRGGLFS
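Fluorescence dequenching readout, ex 525 nm/em 598 nm, kinetic mode: forked duplex DNA (100 nM final) with adjacent fluorophore and quencher unwound by WRN (20 nM final) with 2 mM ATP. Compound preincubation 15 min, room temperature.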
EPAC1 antag = EPAC1 (human) antagonism. O95398. EPAC1 GEF assay, Rap1b-BODIPY-GDP exchange fluorescence. 360,000 tested, 0.14% active. Potency, µM (titrated, usually from 115 µM), inactives show top-dose activity change, negative = inhibition, hits mostly inhibitors;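 also: potency is read from the fitted curve at half-maximal effect; plate controls were vehicle for no effect and positive control for full effect; nearly all actives have a fitted effect of over 50% in size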
IL2 activator = IL-2 activation; IL-2 activation reporter assay, cell-based qHTS; stimulated with anti-CD3/CD4/CD28 beads; in transgenic mouse T cells; 360,000 tested, 0.065% active; activation, % (series mostly up to about 46 µM); in the data active = activation above about 50%; inconclusive = mostly about 30% to 49%; also: 0% is about no effect
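First, unstimulated transgenic mouse T cells were exposed to compound for 60 min. Next, anti-CD3/anti-CD4-coated beads with anti-CD28 were added. Finally, after 18 h at 37 degrees C, EGFP and DsRed were imaged.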
EPAC1 agonist = EPAC1 (human) agonism; O95398; EPAC1 agonist qHTS, biochemical assay; response scale: 100% = response to 6.5 mM cAMP; Potency, µM (top dose mostly 154 µM), for inactives: at the top dose activation, actives largely listed as activators; 360,000 tested, 0.073% active; AID 720707; also: potency is read from the fitted curve at half-maximal effect; nearly all actives have a fitted effect of over 60% in size
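Multi-concentration qHTS readout: loss of Rap1B-bound BODIPY-GDP fluorescence driven by 100 nM EPAC1 with excess GDP (50 uM), monitored kinetically at room temperature; agonist response expressed relative to 6.5 mM cAMP.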
PLK1 PBD inh = inhibitors of human PLK1 polo-box domain binding; P53350; Plk1 PBD binding of FITC phosphopeptide, fluorescence polarization; Potency, µM, for inactives: max response, negative = inhibition, actives largely listed as inhibitors; 360,000 tested, 2.8% active; also: potency is read from the fitted curve at half-maximal effect; series mostly up to about 57 µM; % is scaled to controls: 0 for no effect and ±100 for the full control effect; nearly all actives have a fitted effect of over 65% in size
CCT modulator = modulators of cytosolic chaperonin (CCT/TRiC) activity; 360,000 tested, 0.3% active; purified chaperonin ATPase assay, HTRF ADP detection, 30 min; activity change, % (test concentration not listed), hits read low; in the data active = activity change below about -30%; also: % is scaled to controls: 0 for no effect and ±100 for the full control effect
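ATPase activity: ADP formed was measured by HTRF Transcreener (665/615 nm ratio) after 30 min at 37 deg C with 10 uM ATP. Compounds screened at one 76 uM concentration against 40 or 20 nM TRiC in Tris pH 7.4/KCl/MgCl2/DTT buffer.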
PI5P4K alpha inh = inhibitors of human PI5P4K alpha; AID 652105; 330,000 tested, 1.2% active; max response, %; PI5P4Kalpha enzyme, ADP-Glo luminescence, 60 min; active compounds read low; active = max response of -50% or lower; inconclusive = between -30% and -50%; inactive = -30% or higher; also: value at the top dose of about 77 µM; % is scaled to controls: 0 for no effect and ±100 for the full control effect
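ADP-Glo luminescence end-point after a 60 min room-temperature kinase reaction. PI5P4Kalpha and substrate in HEPES pH 7.4 buffer with EGTA, 0.1% CHAPS and 5% DMSO; ATP at 5 microM final.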
An asterisk follows results filed as active; ? = inconclusive; . = no result given; [ ] = remark or other dose. Unless noted, calls follow the shape of the dose curve; as a rule, active = well fitted curve in the direction sought with a large enough effect; inconclusive = small, poorly fitted or top-dose-only effect, or another doubt; inactive = no such curve, though single readings can be large; an effect the other way counts as inactive or inconclusive. Some of the compounds tested. The share of hits here may be higher or lower than overall.

item	Molecule	CCT modulator	EPAC1 agonist	EPAC2 agonist	PI5P4K alpha inh	PLK1 PBD inh	IL2 activator	EPAC1 antag	WRN inhibitor
1	Cc1ccc(C(CC(=O)N2CCCC2)c2ccccc2)c(O)c1 (centres undefined)	0.7	-16%	0%	0	1%	-0.4	4%	7%
2	CCn1c(CCl)nc2cc(S(=O)(=O)N3CCOCC3)ccc21	-3.5	14%	13%	-8	-13%	-0.4	3%	-28%
3	CN1CCN(CC(O)COCc2ccc3c(c2)OCO3)CC1 (centres undefined)	-1.7	3%	-2%	.	-4%	-2.4	-3%	-19%
4	CC(=O)Nc1cccc(C(=O)/C=C/c2ccc(F)cc2)c1	-2.3	-3%	9%	-10	-17%	-3.9	79µM*	-16%
5	CCCn1c(NC(=O)c2ccc(F)cc2)nc2ccccc21	-7.2	-5%	3%	-6	-6%	-0.2	1%	-2%
6	COc1ccc(OC)c(NC(=O)c2cccc(C)c2[N+](=O)[O-])c1	-0.8	3%	3%	1	2%	0.4	16%	-3%
7	O=C(NCCCc1ccccc1)c1ccncc1	0.2	-4%	-1%	-5	?	1.8	10%	10%
8	COc1ccc(C(=O)NC(CC(C)C)C(=O)O)cc1 (centres undefined)	-0.1	-3%	6%	3	-1%	0.3	-1%	13%
9	CCC(c1nnnn1-c1ccc(OC)cc1)N1CCN(C/C=C/c2ccccc2)CC1 (centres undefined)	0.9	-1%	-10%	3	0%	-0.3	-20%	-10%
10	COCC1CCN(C(=O)c2cc(COc3ccc4c(c3)CCCC4)on2)C1 (centres undefined)	-1.8	6%	11%	6	-15%	-1.9	-29%	?
11	COC(=O)N/N=C/C1=CCC2CC1C2(C)C (centres undefined)	-2.5	5%	-9%	-6	-5%	0.5	11%	-1%
12	COc1ccc(/C=C/C(=O)NCc2ccccn2)cc1OC	-0.5	15%	12%	-4	-16%	-0.3	8%	8%
13	CC1CCN(S(=O)(=O)c2ccccc2)CC1	-0.9	3%	-3%	1	-11%	-2.6	-7%	-2%
14	CC(C)(C)n1nnnc1C(c1cccs1)N1CCN(C/C=C/c2ccccc2)CC1 (centres undefined)	2.1	-1%	7%	-4	1%	-0.3	-6%	-10%
15	COc1ccc(Cc2nnc(NC(=O)c3cc(OC)c(OC)c(OC)c3)s2)cc1	-0.7	11%	28%	4	-10%	0.1	-5%	-10%

Part of the list above, limited to PI5P4K alpha inh and WRN inhibitor:
nr | compound | PI5P4K alpha inh | WRN inhibitor
2 | CCn1c(CCl)nc2cc(S(=O)(=O)N3CCOCC3)ccc21 | -8 | -28%
3 | CN1CCN(CC(O)COCc2ccc3c(c2)OCO3)CC1 (centres undefined) | . | -19%

(further entries)
item	Molecule	CCT modulator	EPAC1 agonist	EPAC2 agonist	PI5P4K alpha inh	PLK1 PBD inh	IL2 activator	EPAC1 antag	WRN inhibitor
16	O=C(NCCc1ccc(Cl)cc1)C1CCN(S(=O)(=O)N2CCC3(CC2)OCCO3)CC1	-1.5	-3%	2%	.	-1%	1.7	10%	0%
17	Cc1ccc(-c2noc(CSc3nnc(Cc4cccs4)n3-c3ccccc3)n2)cc1	-0.8	9%	26%	-1	-9%	-1.8	-9%	-5%
18	Cc1ccc(/C([O-])=C(/C(=S)NCCN2CCOCC2)[n+]2ccccc2)cc1[N+](=O)[O-]	-1.2	-8%	4%	-7	-8%	0.5	13%	2%
19	O=C(Nn1cnnc1)c1cc(Br)ccc1Cl	0.0	8%	0%	1	-2%	-0.1	-9%	4%
20	CCOCCCNC(=O)C(c1ccccc1)N(Cc1cccs1)C(=O)CNC(=O)c1ccccc1 (centres undefined)	-2.2	-19%	2%	-2	4%	1.1	18%	-26%[57.1 µM]
21	O=C(Oc1ccccc1)N(c1ccccc1)c1ccccc1	-2.2	5%	9%	1	-3%	-0.3	1%	9%
22	Cc1ccc2nc(N(CCCN(C)C)C(=O)c3ccc(Br)s3)sc2c1	0.3	4%	8%	5	-8%	-0.5	-10%	-4%
23	CN(C)Cc1c(O)ccc2[nH]cnc12	-3.0	4%	8%	6	-7%	-0.1	-1%	9%
24	COc1ccc(-c2nn(-c3ccccc3)cc2C=O)cc1[N+](=O)[O-]	0.4	-8%	-2%	1	6%	-0.2	9%	4%
25	Cc1cn([C@H]2C[C@H](O)[C@@H](/C=C/C(=O)NCCCc3ccccc3)O2)c(=O)[nH]c1=O	-1.1	-11%	9%	-1	-13%	2.6	-6%	3%
26	CC(C)(C)C(=O)NC(=S)NCc1ccccc1	1.0	0%	11%	5	-1%	-0.3	4%	9%
27	O=C(CN1C(=O)c2ccc([N+](=O)[O-])cc2C1=O)NC1CCS(=O)(=O)C1 (centres undefined)	-1.9	1%	3%	-3	-11%	1.0	-4%	?
28	C#CCOCCOCCOCCNc1nc(N2CCN(C(=O)Cn3cc(CCO)nn3)CC2)nc(N2CCN(C(=O)[C@H](C)n3cc(CCCN=C(N)N)nn3)CC2)n1	-4.0	-12%	6%	-2	-13%	0.1	-3%	-7%
29	Nc1cc(=O)[nH]c(SCC(=O)Nc2ccc(N3CCOCC3)cc2)n1	-2.4	-14%	-8%	0	1%	0.2	-10%	-13%
30	COc1ccccc1C(=O)NCCC(=O)Nc1nc2ccccc2[nH]1	-1.9	6%	11%	-10	0%	-0.3	-10%	-4%
31	CC(C)Sc1snnc1-c1ccccc1	2.7	11%	4%	1	-11%	0.5	-22%	-1%
32	CC(C)CNC(=O)c1cc(-c2ccc(Cl)c(Cl)c2)on1	-1.9	-1%	3%	.	0%	-1.9	11%	-1%
33	CC(C)NCC(O)Cn1c2c(c3ccccc31)CCc1c-2cnn1-c1ccccc1 (centres undefined)	-1.8	8%	10%	-3	-3%	-0.6	2%	-11%
34	NS(=O)(=O)c1ccc(Sc2ccccn2)c([N+](=O)[O-])c1	2.3	3%	-7%	-1	3%	-3.1	18%	5%
35	O=C(N/N=C/C=C\c1cccc([N+](=O)[O-])c1)c1cccnc1	-4.2	-2%	0%	2	-4%	-3.6	5%	-13%
36	COCCn1c(N)c(N(Cc2ccccc2)C(=O)C2CCCC2)c(=O)[nH]c1=O	-12	-6%	-4%	1	1%	-0.2	-7%	-6%
37	CCOC(=O)c1cc(-c2ccccc2)nn1-c1ccccn1	3.1	-1%	0%	.	-5%	-1.8	13%	-13%
38	COc1ccccc1NS(=O)(=O)c1cccc(C(=O)NCC(c2ccco2)N2CCCCC2)c1 (centres undefined)	-4.4	4%	5%	3	-8%	-7.5	9%	-1%
39	N/C(Cc1ccc(Cl)c(Cl)c1)=N\OC(=O)c1ccc(Br)o1	-1.5	2%	7%	7	4%	1.3	-11%	-9%
40	CN(C)S(=O)(=O)c1cccc(NC(=O)COc2ccc(C(=O)c3ccccc3)cc2)c1	-0.3	15%	16%	-2	-19%	-4.6	-24%	-5%
41	O=C(NCc1cccs1)c1ccc(Cl)c(S(=O)(=O)N2CCCC2)c1	-12	8%	7%	-1	-3%	0.4	?	-28%[57.1 µM]
42	COc1ccc2c3c(ccc2c1)C(=O)/C(=C/O)CC3	-0.2	3%	5%	?	4.2µM*	-4.4	-5%	?
43	O=C(CN(c1ccccc1)S(=O)(=O)c1ccc(Cl)cc1)Nc1cccnc1	-0.2	5%	-5%	-6	0%	-2.0	-13%	-12%
44	Cc1c(C)c2cc(Cl)c(OCC(=O)N3CCN(c4ccc(F)cc4)CC3)cc2oc1=O	-0.4	-1%	-4%	2	-4%	0.9	-5%	4%
45	COc1cccc(-c2cc(C(=O)Nc3cnn(Cc4ccccc4C)c3)no2)c1	-1.8	10%	6%	1	-6%	0.6	-16%	7%
46	CCCC[C@@H]1CNC(=O)C(=O)N1CCCc1cc(OC)c(OC)c(OC)c1	-0.8	1%	3%	-1	2%	-0.4	-7%	-4%
47	OCC1(Cc2cccc(Cl)c2)CCCN(Cc2ccc(F)c(F)c2)C1 (centres undefined)	-0.4	1%	5%	18	-2%	0.4	-13%	-16%
48	COc1cccc(N2CCN(Cc3nc(N)nc(N4CCCc5ccccc54)n3)CC2)c1	-3.7	15%	3%	0	0%	2.1	6%	-5%
49	O=C(NCc1ccco1)c1cccnc1Cl	-1.3	4%	-5%	-6	2%	0.0	17%	-32%[57.1 µM]
50	CCOC(=O)C1CCCN(C(=O)c2ccc(C)c([N+](=O)[O-])c2)C1 (centres undefined)	3.2	-6%	10%	-5	-10%	-1.5	0%	4%
51	N#CCC(=O)Nc1sc2c(c1C(N)=O)CCCC2	-2.8	-22%	9%	-26	-5%	-2.2	?	-25%
52	Cc1ccc(CN(C)CC(=O)NC(C)c2ccccc2)cc1 (centres undefined)	1.0	1%	5%	-11	0%	-0.2	-16%	-3%[57.1 µM]
53	COc1ccc(CN2C(=O)c3cccnc3C2Nc2ccc(OC)c(Cl)c2)cc1 (centres undefined)	-71*	7%	2%	.	-15%	1.0	12%	-5%
54	CCCCNC(=O)Nc1ccon1	-0.6	-3%	-1%	-9	-8%	-1.0	2%	-4%[57.1 µM]
55	O=C(NCCS(=O)(=O)N1CCN(c2cccc(Cl)c2)CC1)c1cc(=O)c2ccccc2o1	2.7	-12%	1%	-4	-2%	2.1	2%	2%
56	Cc1noc(-c2ccccc2)c1NC(=O)Nc1ccccc1	-1.0	5%	4%	-1	-6%	-4.5	-17%	-6%
57	CC1(C)SCC(C(=O)O)NC1=O (centres undefined)	-1.5	-4%	3%	-12	21µM*	-0.3	-7%	3%
58	Cc1cc(C)n2ncc(C(=O)NCc3cccnc3)c2n1	-1.4	1%	3%	2	-6%	-3.0	-2%	-1%

Screening data deposited in PubChem BioAssay by National Center for Advancing Translational Sciences (NCATS).
